EP2 modulator: modulates human prostaglandin E2 receptor EP2 signaling; P43116; actives 0.83% (n = 260,000); EP2-expressing cells, cAMP HTRF FRET, PGE2 co-stimulation; AID 940; induction, % at 25 µM;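 active means compounds whose cAMP rise, as percent of the full-agonist control response, exceeds 60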;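 further: rat C6 glioma line stably carrying human EP2 under a CMV promoter; the protocol text gives 20 µM as final concentration; 100% = response of wells given 1 µM PGE2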
S1P4 agonist: activates the human S1P4 receptor; O95977; S1P4-expressing cell line, agonist reporter assay; activation, % at 4.98 µM; actives 0.35% (n = 220,000); in the data active means activation above about 11%;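 further: 0% = DMSO vehicle and 100% = reference agonist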
NPY1 pot ag: human NPY-Y1 potentiation or agonism, primary screen; AID 1304; activation, % at 3.6 µM; NPY-Y1 expressing cells, potentiator/agonist activation; actives 0.37% (n = 220,000); in the data active means activation above about 33%, passing the limit was not always enough;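 further: cells stimulated with NPY at EC10 then isoproterenol at EC100; 0% = low agonist plus stimulus and 100% = saturating agonist plus stimulus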
zfTRPN1 agonist: zebrafish TRPN1 (NompC) channel agonism. HEK293 zebrafish TRPN1-YFP, Fluo-8 calcium fluorescence; 100% = response to 87 µM carbachol. activation, % at 3 µM. actives 0.18% (n = 220,000). AID 1424;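 active means activation above its plate's cutoff, the mean activation of test wells on that plate plus 3 SD, cut at about 19% in these data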;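 further: 0% = DMSO alone and 100% = 87 µM carbachol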
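Control set: carbachol 87 µM as high control, DMSO as low control; system: HEK293 stable line with zebrafish TRPN1-YFP; read-out: % activation versus carbachol response; detection: intracellular calcium fluorescence with Fluo-8; doses: single test compound dose, 3 µM nominal, 0.3% DMSO; schedule: dye 1 h 37 °C plus 30 min RT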
S1P4 antag: antagonists of human S1P4 receptor | O95977 | S1P4-expressing cells, antagonist mode, reporter read-out | inhibition, % at 4.98 µM | actives 0.26% (n = 220,000); in the data active means inhibition above about 29%;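 further: 0% = wells stimulated with agonist and 100% = vehicle wells without agonist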
CHOP inh: CHOP inhibition in unfolded protein response. CHO-K1 CHOP-promoter luciferase, tunicamycin-induced, 15-18 h. inhibition, % at 10 µM. actives 3.8% (n = 220,000). AID 2732;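 active means compounds that reduced the stress-induced luciferase reporter signal by more than about 70% of percent inhibition, limit read from the data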;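 further: 0% = tunicamycin plus vehicle and 100% = wells without tunicamycin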
NPY2 pot ag: potentiates or activates human NPY-Y2 receptor; cells expressing NPY-Y2, potentiator/agonist read-out; activation, % at 3.6 µM; actives 0.45% (n = 220,000); in the data active means activation above about 27%;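 further: cells stimulated with NPY near EC25 plus isoproterenol at EC100; 0% = vehicle plus submaximal agonist and 100% = vehicle plus saturating agonist; some results beyond the cut were filed as inactive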
Target sequence (P49146 whole entry, looked up): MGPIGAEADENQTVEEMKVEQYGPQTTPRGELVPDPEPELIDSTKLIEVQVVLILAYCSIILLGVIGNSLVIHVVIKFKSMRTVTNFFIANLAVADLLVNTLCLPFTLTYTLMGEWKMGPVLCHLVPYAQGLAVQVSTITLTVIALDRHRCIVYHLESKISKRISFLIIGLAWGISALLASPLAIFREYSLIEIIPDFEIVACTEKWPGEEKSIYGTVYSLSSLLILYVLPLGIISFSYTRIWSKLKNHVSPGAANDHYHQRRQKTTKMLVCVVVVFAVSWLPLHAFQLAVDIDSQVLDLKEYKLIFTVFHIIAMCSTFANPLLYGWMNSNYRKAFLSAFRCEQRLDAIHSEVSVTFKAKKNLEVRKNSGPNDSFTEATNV
NPY Y1 blocker: NPY-Y1 (human) receptor antagonism | P25929 | AID 1040 | actives 1% (n = 200,000) | HEK293-CNG Y1 cells, membrane potential fluorescence; NPY at EC95, then isoproterenol | inhibition, % at 3.6 µM;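 active means inhibition above the campaign mean inhibition of all tested compounds plus 3 SD, cut at about 20% in these data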;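 further: 0% = DMSO wells given NPY plus isoproterenol and 100% = isoproterenol alone without NPY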
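Assay system: HEK293 Y1/CNG channel cell line; Doses: single compound dose of 3.6 µM, 0.4% DMSO; Timing: dye 3 h, compound 60 min room temperature, stimulation 45 min; Technique: Membrane-potential fluorescent dye readout; Measure: % inhibition of NPY effect.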
TRPML3 agonist: agonists of human TRPML3 channel | Q8TDD5 | HEK293 TRPML3-YFP, Fluo-8 calcium fluorescence; 100% = the carbachol control signal | activation, % at 3 µM | actives 0.29% (n = 220,000) | AID 1448;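 active means activation above its plate's cutoff, the mean activation of the plate's test wells plus 3 SD, cut at about 12% in these data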;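 further: 0% = DMSO only wells and 100% = carbachol wells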
Target sequence (Q8TDD5 whole entry, looked up): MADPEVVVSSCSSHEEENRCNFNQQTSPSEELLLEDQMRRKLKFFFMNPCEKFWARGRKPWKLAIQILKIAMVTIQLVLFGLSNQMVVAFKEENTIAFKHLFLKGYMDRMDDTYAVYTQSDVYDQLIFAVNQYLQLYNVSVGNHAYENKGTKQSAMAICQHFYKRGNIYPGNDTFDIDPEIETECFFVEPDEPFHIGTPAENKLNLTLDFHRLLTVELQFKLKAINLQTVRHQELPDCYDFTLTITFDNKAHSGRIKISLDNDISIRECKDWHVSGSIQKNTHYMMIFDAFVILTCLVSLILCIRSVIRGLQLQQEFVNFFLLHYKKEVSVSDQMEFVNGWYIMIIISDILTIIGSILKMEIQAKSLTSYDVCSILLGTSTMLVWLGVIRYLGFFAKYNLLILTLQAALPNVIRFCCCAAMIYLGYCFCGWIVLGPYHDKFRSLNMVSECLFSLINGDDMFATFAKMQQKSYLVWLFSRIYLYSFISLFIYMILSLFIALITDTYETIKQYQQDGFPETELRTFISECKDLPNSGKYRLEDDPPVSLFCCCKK
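Test system: HEK293 cells stably carrying human TRPML3-YFP; Doses: single dose, 3 µM final nominal compound, 0.3% DMSO final; Schedule: dye loading 1 h 37 °C then 30 min ambient, 125 s read; Technique: Fluo-8 calcium fluorescence; Benchmarks: high control carbachol 87 µM, low control DMSO.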
An asterisk follows results filed as active; / = no result given; & = joins results of further samples.

SMILES | EP2 modulator | S1P4 agonist | NPY1 pot ag | zfTRPN1 agonist | S1P4 antag | CHOP inh | NPY2 pot ag | NPY Y1 blocker | TRPML3 agonist
Cc1c(C(=O)N2CCCCCC2)nnn1-c1nonc1N | -1 | 0.9 | 3 | 0.2 | -13 | -2 | 2 | 9 | -0.1
Nc1nnc(SCC(=O)Nc2ccc(F)c(Cl)c2)n1-c1ccccc1 | -22 | -2.4 | -9 | 0.9 | -10 | 1 | -10 | 0 | 0.8
CCOC(=O)C1=C(C)NC(C)=C(C(=O)OCC)C1c1cn(-c2ccccc2)nc1-c1ccco1 | -4 | -2.1 | 5 | -1.1 | -3 | 84* | 5 | 0 | -0.4
C/C(=N/NC(=O)c1cnccn1)c1ccncc1 | -5 | -1.1 | 4 | 1.2 | 1 | -4 | 8 | -2 | 1.0
Cc1ccc(CNc2nc3ccccc3n3nnnc23)cc1 | -8 | 1.6 | -12 | -0.4 | -20 | 0 | -9 | 0 | 0.8
Cc1csc(SCC(=O)Nc2ccccc2[N+](=O)[O-])n1 | 3 | 0.9 | -7 | 0.0 | 2 | 0 | -2 | 6 | 0.4
Cn1nnc(NC(=O)c2cccc(F)c2)n1 | -16 | 0.1 | 12 | -0.9 | -2 | -4 | 19 | 1 | -0.5
CC(C)C(=O)c1ccc(O)c(O)c1 | 11 | -0.8 | 3 | -0.4 | 8 | -1 | -11 | / | -0.3
Cc1cccc(Nc2nnc(SCC3CCCCO3)s2)c1 (stereo not drawn) | 2 | -0.9 | -9 | -0.1 | -11 | 49 | -17 | 4 | 0.3
Cc1ccc(Cn2c(=O)c3c(nc4n3CCCN4Cc3ccccc3)n(C)c2=O)cc1 | -46 | -1.4 | 9 | 1.0 | -4 | 105* | 0 | 5 | 0.1
CCC(C)N(C(=O)COC(=O)CNC(=O)c1ccccc1F)C1CCS(=O)(=O)C1 (stereo not drawn) | -4 | 3.0 | 10 | 2.5 | 4 | 13 | -5 | -3 | 0.9
CCN(c1ccccc1)S(=O)(=O)c1ccc(OC)c(NC(=O)CN(C)C)c1 | 27 | 0.9 | 5 | -1.1 | -13 | 0 | 3 | -2 | 0.0
Cc1ccc(C)c(N2CN(CCC3=CCCCC3)CNC2=S)c1 | -6 | 1.4 | 8 | -1.2 | -10 | 17 | -3 | / | -0.1
CCCN1C2CCCC1CC(NC(=S)Nc1cccc(C)c1)C2 (stereo not drawn) | -83&-20 | 0.2 | -13 | 0.7 | -11 | 4 | -7 | -6 | 0.9
CCCCn1c2c(c(=N)c3c1CCC3)CCC2 | 4 | 1.1 | 10 | 1.0 | 2 | / | 15 | 4 | 0.7
COc1cc(/C=N/Nc2ccccc2[N+](=O)[O-])ccc1OC(=O)c1ccccc1F | 21 | 3.0 | 10 | 0.8 | -16 | 22 | -2 | 7 | -0.1
COc1cccc(CN2CCN(C(=O)CCc3nnc(C4CCCCC4)o3)CC2=O)c1 | 16 | 2.1 | 3 | -1.2 | -19 | 8 | -32 | / | -0.5
CCOC(=O)N1CCN(S(=O)(=O)c2ccc(C(=O)Nc3sc4c(c3C#N)CCC4)cc2)CC1 | -9 | 0.7 | 10 | -0.2 | 4 | 49 | 5 | -3 | 0.2
OCC(O)C(O)C(O)C(O)C1NCCS1 (stereo not drawn) | 25 | 0.2 | -4 | -0.4 | -9 | 44 | 13 | 0 | 0.7
COc1ccc(-c2csc(-c3cccnc3)n2)cc1C | 39 | 0.1 | 7 | -0.8 | -5 | -9 | 3 | -3 | -0.4

3 of the entries above in order of the NPY1 pot ag value, lowest first.
SMILES,NPY1 pot ag
OCC(O)C(O)C(O)C(O)C1NCCS1 (stereo not drawn),-4
Cc1ccc(Cn2c(=O)c3c(nc4n3CCCN4Cc3ccccc3)n(C)c2=O)cc1,9
COc1cc(/C=N/Nc2ccccc2[N+](=O)[O-])ccc1OC(=O)c1ccccc1F,10

Back to the main list; the two compounds before the break are reprinted first.
SMILES | EP2 modulator | S1P4 agonist | NPY1 pot ag | zfTRPN1 agonist | S1P4 antag | CHOP inh | NPY2 pot ag | NPY Y1 blocker | TRPML3 agonist
OCC(O)C(O)C(O)C(O)C1NCCS1 (stereo not drawn) | 25 | 0.2 | -4 | -0.4 | -9 | 44 | 13 | 0 | 0.7
COc1ccc(-c2csc(-c3cccnc3)n2)cc1C | 39 | 0.1 | 7 | -0.8 | -5 | -9 | 3 | -3 | -0.4
O=c1c(Oc2ccccc2F)coc2cc(OCc3cnn(-c4ccccc4)c3)ccc12 | 11 | 0.3 | -16 | 1.6 | -8 | -17 | 7 | 4 | 0.1
CCc1ccc(OCC(=O)NC(=S)Nc2ccc(C(=O)O)cc2)cc1 | -27 | 0.4 | -19 | 0.2 | -2 | -5 | -13 | / | 0.0
O=C(NC1CCCCC1)N(Cc1nc2ccccc2c(=O)[nH]1)C1CCCCC1 | 19 | 0.7 | 5 | 1.7 | 1 | -16 | -1 | 2 | -0.9
COc1ccc(NC(=O)COC(=O)c2cnccn2)cc1Cl | 15 | -0.1 | -11 | 1.4 | -2 | 7 | 4 | 4 | 0.5
Cc1ccc(C(=O)CSc2nc3cccnc3n2C)cc1 | -9 | -1.6 | 8 | 3.1 | -26 | -7 | -5 | 0 | 1.3
COc1ccc(-n2nnnc2SCC(=O)N2CCCc3ccccc32)cc1OC | -42 | -5.7 | -27 | 0.5 | -13 | 15 | -5 | 14 | -0.1
Cc1ccc(SCC(=O)Nc2ccc(-c3nnc(-c4ccco4)o3)cc2)cc1 | 13 | -3.8 | 1 | 0.2 | -6 | 75* | 3 | -5 | 0.6
COc1ccc(N2CCN(C(CNC(=O)c3ccco3)c3cccnc3)CC2)cc1 (stereo not drawn) | 14 | 1.7 | -3 | 1.2 | -25 | -17 | -3 | 12 | 0.6
CN1OC(c2ccccc2)=C(CO)C1c1ccccc1 (stereo not drawn) | 47 | 0.7 | 15 | -1.4 | -4 | 15 | -6 | -1 | 1.1
CCOC(=O)C1Cc2ccccc2C(=O)O1 (stereo not drawn) | 13 | -0.2 | 4 | 1.4 | -1 | 48 | 6 | -2 | 0.7
Clc1cccc(Cl)c1COc1ccccc1CNn1cnnc1 | 1 | -1.3 | 8 | -0.8 | 0 | 2 | -4 | 6 | 0.7
CCO[C@H]1OC(C(=O)N2CCN(Cc3ccc4c(c3)OCO4)CC2)=C[C@@H](C2CC2)[C@@H]1CCCO | 19 | -0.8 | 9 | 2.0 | 14 | 8 | -12 | -6 | 0.3
Cc1ccc(NC(=S)N2CCSC2c2cccs2)cc1 (stereo not drawn) | -42 | -0.3 | 18 | -0.3 | -3 | -2 | 10 | 0 | -0.4
COc1cc(/C=N/NC(=O)COc2ccccc2[N+](=O)[O-])ccc1OC(=O)c1ccco1 | -39 | 0.1 | 6 | -0.5 | 10 | 14 | 8 | -3 | 0.2
CCc1ccc(Cn2nnc(C(=O)Nc3ccc(OC)cc3OC)c2N)cc1 | 6 | -0.2 | 1 | 6.7 | 1 | 67 | 7 | 0 | 2.4
O=C(O)C1CCCCC1C(=O)NCc1ccc(F)cc1 (stereo not drawn) | 22 | -0.4 | 10 | 0.1 | -5 | 28 | -6 | 6 | -0.5
Cc1cc(C)c2c(c1)C1C=CCC1C(c1ccc(S(=O)(=O)N3CCOCC3)cc1)N2 (stereo not drawn) | 2 | 0.1 | -1 | -0.9 | -17 | -14 | 1 | 3 | 0.8
Cc1csc2ncc(C(=O)NCc3ccccc3Cl)c(=O)n12 | 22 | 0.0 | -12 | 0.7 | -2 | 5 | -3 | 1 | 0.8
Cc1nn(-c2ccccc2)c(C)c1CCC(=O)O | 7 | -1.5 | 12 | -1.0 | 0 | -16 | 2 | -1 | 0.3
CC1(C)CN(c2cccc(-c3ccnc4ncnn34)c2)C1=O | -5 | 0.9 | 2 | -0.2 | -18 | 30 | 2 | 0 | 0.4
CCc1cc(C(=O)c2ccc(OC)cc2)c(NC(=O)CN2CCN(C)CC2)s1 | -32 | 0.7 | -8 | 1.2 | -3 | 10 | -30 | / | 1.1
CCN(CC)CCCNC(=O)C1CCN(c2ncnc3c2sc2cccc(F)c23)CC1 | -37 | 1.1 | 5 | -0.8 | -15 | 14 | 9 | / | 0.2
CCCc1nn(C)c2c(=O)[nH]c(-c3cc(S(=O)(=O)Nc4ccc(NC(C)=O)cc4)ccc3OCC)nc12 | 17 | 0.1 | -2 | 1.1 | 9 | 2 | -28 | / | 0.6
COc1ccc(N2CCN(C(=O)CSc3nnc4c5cc(C)ccc5n(C)c4n3)CC2)cc1 | -62 | -0.1 | -6 | 0.6 | -8 | 9 | -4 | -2 | 0.1
Cc1cc(C)nc(S/C=C/C(=O)c2ccccc2F)n1 | -61 | -1.3 | -40 | -2.1 | 43* | 85* | -54 | / | -0.4
CCC(C)NS(=O)(=O)c1ccc(OCC(=O)Nc2ccc3c(c2)OCCO3)cc1 (stereo not drawn) | 13 | 0.9 | 12 | -1.0 | -3 | -21 | -3 | -4 | -0.7
c1coc(CNc2nc3sc4c(c3c3ncnn23)CCCC4)c1 | -6 | 0.5 | -23 | 1.4 | -6 | 56 | -12 | 7 | 0.3
COCC(=O)N(CCc1ccc(OC)cc1)Cc1nc2ccccc2c(=O)[nH]1 | -27 | 2.3 | -6 | 0.7 | -9 | 0 | -12 | 3 | -0.1
CN(Cc1cn(C)nc1-c1ccccc1F)CC1CCN(Cc2ccccc2)CC1 | 3 | -1.6 | -5 | 0.6 | 12 | 0 | -16 | / | 0.7
Cc1cc(C)c(S(=O)(=O)c2ccc(Cl)cc2C)c(Cl)n1 | -1 | 0.8 | 6 | -0.8 | 7 | 13 | -3 | 7 | 0.7
Cc1ccc(S(=O)(=O)N2C(=O)C(c3ccccc3)SC2=Nc2ccccc2)cc1 (stereo not drawn) | 12 | 0.3 | -7 | -0.3 | 2 | -13 | 1 | 1 | 0.9
CCCCn1c(SCC(=O)N2CCCCC2C)nc2cc(S(N)(=O)=O)ccc21 (stereo not drawn) | -5 | -0.8 | -4 | 0.4 | 6 | 9 | -4 | -2 | -0.2
O=c1c2ccccc2nc(/C=C/c2cccc([N+](=O)[O-])c2)n1CCO | -22 | 0.9 | -20 | 2.7 | -16 | 16 | 5 | -6 | 1.1
O=C(c1cc2nc(-c3ccccc3)cc(C(F)(F)F)n2n1)N1CCOCC1 | 7 | -1.0 | -3 | 1.0 | -7 | 36 | 6 | 7 | 0.9
Brc1ccccc1OCCCN1CCCCCC1 | 11 | 1.0 | -12 | 0.2 | -20 | 7 | -27 | 7 | 0.9
Cc1ccc(NC(=O)C2CCN(S(=O)(=O)c3c(C)n[nH]c3C)CC2)nc1 | 16 | -2.9 | 12 | 1.4 | 0 | -7 | 6 | -1 | 1.0
O=C(OCCN=C1NS(=O)(=O)c2ccccc21)c1cccs1 | 5 | -0.4 | 1 | -0.7 | 1 | 0 | -9 | -8 | 0.7
O=C(Cn1ncc2c1-c1ccccc1OC2)N(Cc1ccco1)C1CCCCC1 | 8 | -3.8 | -14 | 2.5 | -11 | -55 | -21 | 9 | 0.3
